PME-1 primary = PME-1 (human) inhibition; inhibition, % at 5.9 µM; 0.53% of 320,000 active; Q9Y570; recombinant PME-1, FP-Rh probe fluorescence polarization;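 active means inhibition above the campaign mean of all compounds plus 3 SD, cut at about 26% in these data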;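 further: competitive labeling of PME-1 active site by serine hydrolase directed probe; 0% = PME-1 with DMSO and 100% = wells lacking PME-1 enzyme; inhibitors block probe labeling so polarization falls and inhibition rises; many of its hits are not listed in these tables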
Target sequence (Q9Y570 whole entry, looked up): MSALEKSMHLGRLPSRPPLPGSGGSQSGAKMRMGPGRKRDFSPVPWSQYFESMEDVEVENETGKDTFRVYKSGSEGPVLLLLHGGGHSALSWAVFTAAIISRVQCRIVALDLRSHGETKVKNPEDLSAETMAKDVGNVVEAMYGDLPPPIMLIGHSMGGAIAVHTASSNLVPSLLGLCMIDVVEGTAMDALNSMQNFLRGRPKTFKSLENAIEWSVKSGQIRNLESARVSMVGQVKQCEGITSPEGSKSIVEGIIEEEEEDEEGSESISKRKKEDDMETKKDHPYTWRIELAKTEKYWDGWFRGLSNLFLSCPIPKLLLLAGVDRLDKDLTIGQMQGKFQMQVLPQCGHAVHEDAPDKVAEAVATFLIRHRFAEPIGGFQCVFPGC
pPAFAH FP inh = inhibitors of human plasma PAF acetylhydrolase (pPAFAH) | Q13093 | recombinant pPAFAH, FP-rhodamine probe fluorescence polarization | inhibition, % at 3.39 µM | 1.5% of 330,000 active;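 active means inhibition above the mean inhibition across the screen plus 3 SD, cut at about 25% in these data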;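 further: inhibitors block binding of the rhodamine activity-based probe so polarization drops; 0% = enzyme with DMSO and 100% = wells lacking pPAFAH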
GSTO1 inh = counter-screen for RBBP9 inhibitors: inhibitors of human GSTO1; inhibition, % at 5.96 µM; 1.1% of 300,000 active; P78417; recombinant GSTO1, activity-based probe fluorescence polarization; AID 1974;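 active means inhibition above the campaign mean inhibition plus 3 SD, cut at about 35% in these data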;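 further: 0% = GSTO1-1 with DMSO and 100% = wells lacking GSTO1-1 enzyme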
Target sequence (P78417 whole entry, looked up): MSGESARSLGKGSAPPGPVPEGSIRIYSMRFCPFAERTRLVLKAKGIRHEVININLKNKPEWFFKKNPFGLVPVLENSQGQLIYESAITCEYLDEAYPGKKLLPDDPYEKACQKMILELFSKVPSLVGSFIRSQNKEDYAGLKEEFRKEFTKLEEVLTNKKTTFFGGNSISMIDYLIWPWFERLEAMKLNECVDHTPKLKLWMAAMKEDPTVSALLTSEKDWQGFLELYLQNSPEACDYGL
PAD4 inh = PAD4 (human) enzyme inhibition; Q9UM07; recombinant PAD4, RCA probe fluorescence polarization; inhibition, % at 6.36 µM; 0.41% of 330,000 active; AID 485272;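 active means percent inhibition above a cutoff equal to the mean of all tested compounds plus 3 SD, cut at about 15% in these data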;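 further: 0% = PAD4 with RCA probe and DMSO and 100% = probe without PAD4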
PAFAH1B2 FP inh = PAFAH1B2 (human) inhibition; P68402; recombinant PAFAH1B2, FP-rhodamine activity probe, fluorescence polarization; inhibition, % at 3.39 µM; 1.2% of 340,000 active;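 active means inhibition above the mean of all tested compounds plus 3 SD, cut at about 24% in these data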;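 further: 0% = enzyme with DMSO and 100% = wells lacking PAFAH1B2; many of its hits are not listed in these tables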
LYPLA1 inh = LYPLA1 (human) inhibition in PME1 counter-screen. inhibition, % at 5.9 µM. recombinant LYPLA1, FP-Rh probe fluorescence polarization. 0.16% of 320,000 active;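 active means inhibition above the mean of all tested compounds plus 3 SD, set per campaign, cut at about 14% in these data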;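 further: inhibitors block serine hydrolase probe labeling of LYPLA1 so polarization falls; 0% = enzyme with DMSO and 100% = wells lacking LYPLA1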
PAFAH1B3 FP inh = inhibitors of human PAFAH1B3 | 0.28% of 340,000 active | recombinant PAFAH1B3, FP-rhodamine probe, fluorescence polarization | AID 492972 | Q15102 | inhibition, % at 3.39 µM;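 active means inhibition above the screen-wide average of all tested compounds plus 3 SD, cut at about 25% in these data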;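 further: 0% = enzyme with DMSO only and 100% = wells lacking PAFAH1B3 protein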
Target sequence (Q15102 whole entry, looked up): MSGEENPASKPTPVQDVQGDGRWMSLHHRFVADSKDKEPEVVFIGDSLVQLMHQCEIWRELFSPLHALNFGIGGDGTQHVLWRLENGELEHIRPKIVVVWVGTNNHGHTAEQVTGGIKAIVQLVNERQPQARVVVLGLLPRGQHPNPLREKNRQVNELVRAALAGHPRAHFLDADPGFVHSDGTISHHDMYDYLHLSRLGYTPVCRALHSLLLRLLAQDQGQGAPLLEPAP
PAFAH2 FP inh = PAFAH2 (human) inhibition. recombinant PAFAH2, FP-rhodamine activity probe, fluorescence polarization. inhibition, % at 3.39 µM. 0.99% of 340,000 active;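 active means inhibition above the mean over all tested compounds plus 3 SD, cut at about 30% in these data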;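 further: inhibitors block probe labeling of enzyme so polarization drops; 0% = enzyme with DMSO and 100% = wells lacking PAFAH2 protein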
LYPLA2 inh = LYPLA2 (human) inhibition in PME1 counter-screen; recombinant LYPLA2, FP-Rh probe fluorescence polarization; inhibition, % at 5.9 µM; 0.38% of 320,000 active;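 active means inhibition above the screen-wide mean plus 3 SD, limit set per campaign, cut at about 26% in these data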;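 further: 0% = LYPLA2 with DMSO and 100% = wells lacking LYPLA2 enzyme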
Starred values were filed as active, the others as inactive; nt = not tested or not shown. This is a subset. The share of hits here may be higher or lower than overall.

cpd	compound	PME-1 primary	pPAFAH FP inh	GSTO1 inh	PAD4 inh	PAFAH1B2 FP inh	LYPLA1 inh	PAFAH1B3 FP inh	PAFAH2 FP inh	LYPLA2 inh
1	O=S(=O)(c1ccc(Br)s1)N1CCN(c2ccccn2)CC1	8	2	-2	2	20	1	14	4	2
2	O=C(Nc1ccc(S(=O)(=O)N2CCOCC2)cc1)c1ccco1	-1	2	7	1	2	4	13	5	1
3	COC(=O)c1ccc(NC(=O)COc2ccc(C3C(C#N)=C(N)Oc4c3ccc3ccccc43)cc2OC)cc1 (stereo not given)	-77	11	-33	-5	-30	-41	-44	-62	-65
4	C[C@H](NC(N)=O)C(=O)Nc1ccc(OCc2ccccc2)cc1	1	5	0	-6	5	1	8	1	-2
5	CC(=O)Oc1cc2cccc(OC(C)=O)c(=O)c2c(OC(C)=O)c1OC(C)=O	6	91*	67*	-4	45*	-4	46*	88*	-1
6	O=C(CC(=O)c1ccccc1)Nc1cc([N+](=O)[O-])ccc1Cl	3	8	12	-9	9	1	15	9	0
7	COc1cccc(/C=N/NC(=O)C(C)n2nc(C)c([N+](=O)[O-])c2C)c1O (stereo not given)	0	10	6	-4	9	2	15	7	2
8	CC(=O)Nc1ccc(S(=O)(=O)NC(C(=O)O)C(C)C)cc1 (stereo not given)	-1	-6	-1	-2	0	4	-6	5	5
9	Cc1ccc(S(=O)(=O)N2CCN(C(=O)CN3CCCCC3)C2)cc1	-1	0	4	1	2	-5	0	5	-3
10	O=c1[nH]cccc1-c1nc2ccccc2[nH]1	2	1	-5	2	2	-4	8	4	-1
11	COc1ccccc1CCC(=O)OCC(=O)NC1CCCC1	-3	11	6	-1	3	1	9	0	4
12	CC(=O)N1CCCc2cc(S(=O)(=O)N(C)CCC#N)ccc21	2	-2	2	1	2	-1	-6	-3	-1
13	CCOC(=O)CCCNC(=O)c1cncc(O)c1	2	-1	2	5	3	-3	1	1	-6
14	CCc1cccc(NC(=O)CCNS(=O)(=O)c2ccc3c(c2)oc(=O)n3C)c1	-4	3	1	5	6	1	6	3	-1
15	COC(=O)c1cccc(NC(=O)CSc2nncn2-c2ccccn2)c1	-2	-1	4	-4	2	0	5	-2	-2
16	CCCn1c(N)c(Sc2ccc(C)cc2)c(=O)n(CCC)c1=O	2	1	9	-1	3	0	4	-1	6
17	CCC(=O)N(C)/C=C1\Sc2ccccc2C1=O	-6	5	-12	-1	-1	-4	-4	5	-8
18	CCCc1cc(=O)oc2cc(C)cc(OCC(=O)NCCCn3ccnc3)c12	-1	2	12	0	-4	1	5	-2	1
19	O=C(NCc1ccccc1)c1nc[nH]c1C(=O)N1CCc2ccccc2C1	-3	7	nt	-5	2	2	0	8	1
20	C=CCn1c(SCc2ccc(C#N)cc2)nnc1-c1ccc(C)cc1	6	-1	0	-5	1	1	5	1	-1
21	CSCCC(NC(=O)c1ccccc1Br)C(=O)N1CCC(C)CC1 (stereo not given)	0	4	10	7	-1	-1	9	0	4
22	COC(=O)C(C)N(C(=O)c1cccc(Cl)c1)c1c(C)cccc1C (stereo not given)	0	7	4	2	6	-1	-1	-1	3
23	O=C(NC1CC1)c1ccc(CS(=O)c2ccccc2)o1 (stereo not given)	-3	7	0	1	3	2	0	-6	1
24	C1CCc2c(nc3nnnn3c2NCC2CC2)C1	2	-2	-12	-6	3	5	2	-5	3
25	COc1cc(NC(C(=O)Nc2cccc(C(C)=O)c2)c2ccccc2)cc(OC)c1OC (stereo not given)	4	7	-2	-3	0	-6	4	0	-2

Single records, as listed above. Screens in order: PME-1 primary	pPAFAH FP inh	GSTO1 inh	PAD4 inh	PAFAH1B2 FP inh	LYPLA1 inh	PAFAH1B3 FP inh	PAFAH2 FP inh	LYPLA2 inh
Shown for C1CCc2c(nc3nnnn3c2NCC2CC2)C1 → 2	-2	-12	-6	3	5	2	-5	3
Shown for COc1ccccc1CCC(=O)OCC(=O)NC1CCCC1 → -3	11	6	-1	3	1	9	0	4

Four compounds from above, ordered by the value under PME-1 primary, highest first:
cpd	molecule	PME-1 primary
16	CCCn1c(N)c(Sc2ccc(C)cc2)c(=O)n(CCC)c1=O	2
4	C[C@H](NC(N)=O)C(=O)Nc1ccc(OCc2ccccc2)cc1	1
15	COC(=O)c1cccc(NC(=O)CSc2nncn2-c2ccccn2)c1	-2
19	O=C(NCc1ccccc1)c1nc[nH]c1C(=O)N1CCc2ccccc2C1	-3

Further structures follow:
cpd	compound	PME-1 primary	pPAFAH FP inh	GSTO1 inh	PAD4 inh	PAFAH1B2 FP inh	LYPLA1 inh	PAFAH1B3 FP inh	PAFAH2 FP inh	LYPLA2 inh
26	CCC(=O)N1c2ccccc2NC2=C(C(=O)CCC2)C1c1ccco1 (stereo not given)	14	4	-1	2	-1	1	7	8	1
27	c1ccc2c(C[n+]3csc4ccccc43)cccc2c1	6	-3	4	58*	2	-1	9	-6	-3
28	Cc1cc(C)n(/N=C/c2ccco2)c(=O)c1C#N	-7	-1	6	5	1	-4	-3	1	5
29	Cc1onc(-c2c(Cl)cccc2Cl)c1C(=O)NCc1cccs1	2	6	-2	0	6	-5	5	-5	-1
30	CC(=O)Nc1cccc(Oc2nc(-c3ccccn3)nc3ccccc23)c1	-6	7	-18	-1	nt	0	nt	nt	-3
31	N#Cc1cc(Sc2ccccn2)c(Sc2ccccn2)cc1C#N	-4	2	3	-1	-5	1	15	-15	-5
32	CC1CCc2sc(C(=O)N/N=C/c3ccc([N+](=O)[O-])cc3)cc2C1 (stereo not given)	1	2	3	-5	-4	-2	-11	-11	-8
33	COc1ccc(C)cc1-n1nnnc1SCC(=O)Nc1cc(C)on1	1	-1	9	-3	0	0	8	-5	1
34	O=C(Nc1cccc(Cl)c1Cl)C1CCCC1	-3	0	4	0	2	3	19	1	6
35	CCCCOc1ccc(C(=O)NCC(=O)NCCOc2ccccc2OC)cc1	-1	4	nt	-2	-3	2	-7	-5	-3
36	O=C(CCC1COc2ccccc2O1)Nc1ccc(Cl)cn1 (stereo not given)	1	7	4	-3	1	-5	4	-6	-2
37	O=c1[nH]c(/C=C\c2cccc(Cl)c2)nc(O)c1[N+](=O)[O-]	5	0	27	-1	33*	3	12	5	9
38	COCCNc1nc(C)cc(-c2cc(C(=O)NC3CCCC3)on2)n1	0	2	-4	-1	0	3	6	0	5
39	O=C(O)[C@H](CO)Nc1ncnc2sc3c(c12)CCC3	0	5	-2	0	4	7	9	18	7
40	CCOC(=O)c1ccccc1NC(=O)COc1ccccc1	-7	4	0	0	-2	0	1	3	7
41	CC1CCCCN1CCCNC(=O)C1CCN(c2nc3ccccc3o2)CC1 (stereo not given)	-1	-1	0	1	6	1	6	2	1
42	O=C(Cn1nnc2c(cnn2-c2ccccc2)c1=O)N1CCN(c2ccccc2F)CC1	-10	-8	5	-2	0	-3	4	3	0
43	CN(C)S(=O)(=O)c1cccc(COC(=O)CN2C(=O)NC3(CCCC3)C2=O)c1	3	3	4	-1	0	3	-7	3	8
44	O=C(NCc1ccc(OC(F)(F)F)cc1)c1cccc2c1C(=O)c1ccc(N3CCCC3)cc1S2(=O)=O	nt	15	nt	-4	-4	nt	2	6	nt
45	Cc1c(Cl)cnc(NC(=O)COC(=O)c2nn(C)c(=O)c3ccccc23)c1Cl	3	-1	7	1	-2	-1	9	1	10
46	COCCNC(=O)CN1C(=O)NC2(CCOc3ccccc32)C1=O (stereo not given)	-4	-5	2	0	1	-2	2	-7	-4
47	CC(C)(CSc1ncccn1)NS(=O)(=O)c1ccccc1	1	-3	4	-1	6	1	8	-3	6
48	COc1cccc(-c2nc(CS(=O)(=O)CC(=O)Nc3cccc(C)c3C)c(C)o2)c1	-9	1	0	-5	1	2	-6	0	-2
49	CCOc1cc(NC(=O)c2cccs2)c(OCC)cc1NC(=O)c1cccnc1	-4	2	0	3	0	5	6	-1	1
50	COc1ccc(C(=O)OCC(=O)N(C)C2CCS(=O)(=O)C2)cc1S(=O)(=O)N1CCCc2ccccc21 (stereo not given)	-1	2	3	-2	21	-2	7	8	-3

Fetched one by one from the list above (three):
cpd	compound	PME-1 primary	pPAFAH FP inh	GSTO1 inh	PAD4 inh	PAFAH1B2 FP inh	LYPLA1 inh	PAFAH1B3 FP inh	PAFAH2 FP inh	LYPLA2 inh
37	O=c1[nH]c(/C=C\c2cccc(Cl)c2)nc(O)c1[N+](=O)[O-]	5	0	27	-1	33*	3	12	5	9
47	CC(C)(CSc1ncccn1)NS(=O)(=O)c1ccccc1	1	-3	4	-1	6	1	8	-3	6
42	O=C(Cn1nnc2c(cnn2-c2ccccc2)c1=O)N1CCN(c2ccccc2F)CC1	-10	-8	5	-2	0	-3	4	3	0

(next part)
cpd	compound	PME-1 primary	pPAFAH FP inh	GSTO1 inh	PAD4 inh	PAFAH1B2 FP inh	LYPLA1 inh	PAFAH1B3 FP inh	PAFAH2 FP inh	LYPLA2 inh
51	c1ccc2c(c1)OCC(c1csc3ncnc(N4CCCCC4)c13)O2 (stereo not given)	-1	2	2	0	9	0	7	-1	3
52	O=C(CCN1C(=O)S/C(=C\c2ccccc2)C1=O)NC1CCS(=O)(=O)C1 (stereo not given)	-2	1	6	-5	4	5	3	2	2
53	Cc1onc(C(=O)NCCc2ccccc2)c1[N+](=O)[O-]	6	-4	18	1	3	5	7	-6	6
54	CCOc1ccccc1Nc1nnc(SCC(=O)NCC2CCCO2)s1 (stereo not given)	nt	7	nt	1	2	nt	8	3	nt
55	O=C(NCc1ccco1)C(c1ccccc1F)N(Cc1cccnc1)C(=O)Cn1nnc2ccccc21 (stereo not given)	2	5	4	-1	1	1	0	-2	-1
56	O=c1[nH]c(N/N=C\c2ccc3c(c2)OCO3)nc2ccccc12	29*	4	-1	-2	0	6	0	5	7
57	Cc1cc(C(=O)OCC(=O)Nc2cccnc2Cl)c2ccccc2n1	1	3	-4	-1	2	0	0	0	1
58	COc1ccc(C2Oc3ccccc3N2C(C)=O)cc1 (stereo not given)	-4	5	-5	-4	1	3	10	0	1
59	C/C(Cl)=C/Cn1c(SCCN2CCOCC2)nc2c1c(=O)[nH]c(=O)n2C	-4	5	16	-1	0	-2	5	2	-4
60	CC(C)Cc1nnc(NC(=O)C2CSC3(C)CCC(=O)N23)s1 (stereo not given)	-3	-3	-7	-1	1	0	9	7	3
61	Cc1nc2ccc(S(=O)(=O)NCC(=O)NCc3ccc4c(c3)OCO4)cc2s1	1	6	1	0	6	-1	4	13	5
62	COc1ccccc1NC(=O)C(=O)NNC(=O)COc1ccc2ccccc2c1	-5	13	0	-2	9	-8	1	14	-14
